hERG rescue = hERG (human) protection from proarrhythmic block | Q12809 | CHO-hERG, FluxOR thallium flux, dofetilide IC70 present | activation (rescue from dofetilide block), less the hit threshold, % at 10 µM | 310,000 compounds, 0.51% hits;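 active = activation above the mean of controls blocked by dofetilide plus 5 SD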;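 note: thallium influx through hERG after potassium depolarization seen as dye fluorescence rise; in these data hits start at about 4.7%; inactives centre near -7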
KCNK9 block = blocks the human KCNK9 two-pore domain potassium channel. HEK293 KCNK9, FluxOR thallium flux fluorescence; active compounds read low. B-score at 10 µM. AID 488922. Q9NPC2. 310,000 compounds, 1.2% hits;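 active = ratio B-score over 3 SD below the library mean, with starting fluorescence within 5 SD of its mean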;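 note: negative B-score means less thallium flux so channel inhibition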
Target sequence (Q9NPC2 whole entry, looked up, the tested form may be a part): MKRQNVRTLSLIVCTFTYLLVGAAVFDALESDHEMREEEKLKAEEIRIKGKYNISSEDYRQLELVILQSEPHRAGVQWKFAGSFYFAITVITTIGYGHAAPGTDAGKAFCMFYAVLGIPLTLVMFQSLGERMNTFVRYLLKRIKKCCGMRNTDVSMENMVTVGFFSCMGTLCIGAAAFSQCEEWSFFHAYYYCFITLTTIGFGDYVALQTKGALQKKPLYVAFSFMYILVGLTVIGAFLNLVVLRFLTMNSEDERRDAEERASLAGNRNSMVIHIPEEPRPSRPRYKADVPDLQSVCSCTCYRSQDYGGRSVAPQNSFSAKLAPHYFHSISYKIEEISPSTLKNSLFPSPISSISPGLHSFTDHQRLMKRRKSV
PolyA inhibitor = yeast polyadenylation inhibition; S. cerevisiae SKY197-pL101 polyadenylation reporter, beta-gal luminescence; efflux-impaired pdr1/pdr3 knockout yeast; score 100 = 6 SD above DMSO; calls only at 12 µM; 300,000 compounds, 0.02% hits;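 active = lowest replicate activity score at least 50, where 100 means six control SD above control mean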;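 note: yeast exposed to compound for 9 h at 30 °C; higher score means more reporter readthrough which indicates perturbed polyadenylation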
TRPC4 potent = allosterically enhances the mouse TRPC4 cation channel; HEK293 TRPC4beta/mu-opioid, DAMGO EC20, Fluo-4 Ca2+ flux; active compounds read high; B-score at 10 µM; 310,000 compounds, 0.42% hits;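 active = B-score of calcium response area above 5 SD of library B-scores, with initial fluorescence ratio within 5 SD of library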;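 note: B-score of integrated fluorescence ratio over time as area under calcium response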
TRPC4 agonist = opens the mouse TRPC4 cation channel; AID 2237; HEK293 TRPC4beta/mu-opioid, Fluo4 calcium fluorescence; active compounds read high; 310,000 compounds, 0.49% hits; B-score at 10 µM;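 active = B-score above 5 SD of library B-scores, and initial fluorescence ratio not above library mean plus 5 SD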;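 note: positive B-score marks a calcium rise read as TRPC4 activation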
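Assay system: HEK293 stable line with TRPC4beta plus mu-opioid receptor; schedule: 45 min room-temperature Fluo4 loading, 110 s read; technique: kinetic Fluo4 calcium fluorescence; evaluation: integrated baseline-normalised fluorescence ratio, converted to per-well B score; controls: buffer (low) and maximal DAMGO (high)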
Platelet DG rel = modulates dense granule release in human platelets; human platelet-rich plasma, SFLLRN dense granule ATP release, luminescence; inhibition, %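 (compounds screened at 7.5 µM in platelet-rich plasma)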; 300,000 compounds, 0.22% hits; AID 1663;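 active = mean replicate score, as percent of positive control, at or above 50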
KCNQ1 block = human KCNQ1 channel inhibition; CHO-K1 KCNQ1, FluxOR thallium flux fluorescence; active compounds read high; 310,000 compounds, 1.3% hits; B-score at 10 µM;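 active = compounds whose thallium flux B-score, printed positive for inhibition, exceeds three library SD while starting fluorescence stays within three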;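 note: channel opened by potassium depolarization with thallium stimulus after 20 min compound exposure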
Target sequence (P51787 whole entry, looked up): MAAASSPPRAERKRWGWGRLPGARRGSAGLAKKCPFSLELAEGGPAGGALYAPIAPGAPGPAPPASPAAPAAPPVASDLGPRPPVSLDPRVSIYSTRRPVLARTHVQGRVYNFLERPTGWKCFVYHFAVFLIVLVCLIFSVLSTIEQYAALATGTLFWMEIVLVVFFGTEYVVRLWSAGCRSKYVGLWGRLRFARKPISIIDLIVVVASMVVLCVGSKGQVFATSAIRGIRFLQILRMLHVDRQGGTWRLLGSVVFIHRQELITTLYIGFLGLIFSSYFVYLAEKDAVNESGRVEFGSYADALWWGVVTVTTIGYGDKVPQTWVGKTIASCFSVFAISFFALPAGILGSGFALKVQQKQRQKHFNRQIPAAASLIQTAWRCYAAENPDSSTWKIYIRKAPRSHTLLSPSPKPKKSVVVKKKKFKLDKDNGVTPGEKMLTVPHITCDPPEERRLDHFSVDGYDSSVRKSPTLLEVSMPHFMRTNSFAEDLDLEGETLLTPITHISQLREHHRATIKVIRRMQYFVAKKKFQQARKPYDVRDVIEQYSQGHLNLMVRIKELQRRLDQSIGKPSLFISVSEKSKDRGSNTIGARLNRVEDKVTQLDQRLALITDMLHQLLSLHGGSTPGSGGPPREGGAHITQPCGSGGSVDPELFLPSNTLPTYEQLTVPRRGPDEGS
KCNQ1 act = human KCNQ1 channel potentiation or activation; P51787; CHO-K1 KCNQ1, thallium flux FluxOR fluorescence; active compounds read high; B-score at 10 µM; 310,000 compounds, 0.35% hits; AID 2648;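 active = fluorescence ratio B-score, a plate-corrected score, at least three library SD, with initial intensity B-score within 5 SD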
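Assay system: stable KCNQ1 CHO-K1 line; medium: assay buffer, equal DMSO in all wells; timing: 90 min dye loading and 20 min compound exposure, both at room temperature; technique: kinetic FluxOR thallium fluorescence, 10-s 1-Hz baseline, 110-s post-stimulus read; read-out basis: B score of baseline-normalized fluorescence ratio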
KCNK3 block = human KCNK3 channel inhibition, primary screen; O14649; CHO-KCNK3 thallium flux, FluxOR fluorescence; active compounds read low; B-score at 10 µM; 340,000 compounds, 0.84% hits;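 active = B-score under library mean minus 4 SD, starting fluorescence ratio at most library mean plus 5 SD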;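 note: more negative B-score means stronger inhibition of thallium flux through KCNK3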
DYRK1A inh = Dyrk1A (rat) kinase inhibition | Q63470 | ADP-Glo luminescence, NFATc1 peptide | inhibition, % at 12.5 µM | 310,000 compounds, 0.43% hits | AID 504441; in the data active = inhibition above about 50%;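 note: plate controls were vehicle with enzyme for no effect and no enzyme for full effect; many of its hits are not listed in these tables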
TRPC4 block = blocks the mouse TRPC4 cation channel. HEK293 TRPC4beta/mu-opioid, DAMGO-evoked Fluo4 calcium flux; active compounds read low. B-score at 10 µM. 300,000 compounds, 0.39% hits;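 active = B-score over 3 SD under the library average, no early fluorescence shift, positive overall ratio signal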
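Assay system: HEK293 cells with stable TRPC4beta plus mu-opioid receptor expression. Dosing: single dose. Measured by: Fluo4 Ca2+ flux fluorescence. Also added: DAMGO in two steps, submaximal then maximal. Read-out: B score from integrated Fluo4 fluorescence ratio.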
The depositor's hits bear a star; i = inactive; / = no result given. Not all compounds are listed; count on the stated rates, not on these rows.

#	canonical_smiles	hERG rescue	KCNK9 block	PolyA inhibitor	TRPC4 potent	TRPC4 agonist	Platelet DG rel	KCNQ1 block	KCNQ1 act	KCNK3 block	DYRK1A inh	TRPC4 block
1	CC(=O)c1ccc(N2CCN(C(=O)/C=C/c3ccc(S(=O)(=O)NCc4ccco4)cc3)CC2)cc1	4.9*	i	i	12*	i	9.9	i	i	i	-1.2	i
2	CC(=O)Nn1cc2c(c1-c1ccccc1)c(=O)n(C)c(=O)n2C	-7.8	i	i	i	i	-1.5	i	i	i	-4.9	i
3	Cc1ccc(/C=C/C(=O)OCC(=O)NC(C)C)o1	-9.0	i	i	i	i	2.7	i	i	i	-3.2	i
4	O=C(O)CC(NC(=O)c1cccc(F)c1)c1ccc(OC2CCCC2)cc1 (stereo not given)	-3.5	i	i	i	i	15.2	i	i	i	7.4	i
5	Cc1ccc(S(=O)(=O)CNC(=S)c2cccc(Cl)c2)cc1	-10.5	i	i	i	i	2.6	i	i	i	-9.8	i
6	Cc1nn(Cc2ccc(Cl)c(Cl)c2)c(C)c1NC(=O)c1cc(-c2ccc3c(c2)OCO3)on1	-6.2	i	i	i	i	5.2	i	i	i	5.3	i
7	Cc1cccc(N2CCN(Cc3c(C)n(C)n(-c4ccccc4)c3=O)CC2)c1C	-6.7	i	i	i	i	3.1	i	i	i	-0.7	i
8	O=C(NC(=S)N1CCN(c2ccccc2)CC1)c1ccc(S(=O)(=O)N2CCOCC2)cc1	-4.0	i	i	i	i	-1.2	i	i	i	11.2	i
9	C=C(C)c1cccc(C(C)(C)NC(=O)N2CCCCC2CC)c1 (stereo not given)	-7.6	i	i	i	i	-3.2	i	i	i	3.6	i
10	O=C(NC(C(=O)N/N=C/c1ccccc1)c1n[nH]c(=O)c2ccccc12)c1ccccc1 (stereo not given)	-4.7	i	i	i	i	0.8	i	i	i	15.8	i
11	CCCn1cnc2scc(-c3ccc(C)cc3)c2c1=O	-14.5	i	i	i	i	-5.4	i	i	i	-1.7	i
12	O=C(CCSc1ccccc1)N1CCN(c2ccccc2)CC1	-11.6	i	i	i	i	-3.8	7*	i	i	-1.1	i
13	COc1cccc(-c2nnn(CC(=O)Nc3ccc(C)cc3C)n2)c1OC	-2.2	i	i	i	i	-6.9	i	i	i	-9.1	i
14	CC(C)(C)c1ccc(S(=O)(=O)N2CC(=O)Nc3ccccc32)cc1	-17.5	i	i	i	i	-3.0	i	i	i	2.2	i
15	O=C(O)c1cccc(NC(=S)NC(=O)c2cccc(OCc3ccccc3)c2)c1	-5.8	i	i	i	i	-1.8	i	i	i	/	i
16	COC(=O)c1sc(-c2ccc(Cl)cc2)cc1N	-7.8	i	i	i	i	0.6	i	i	i	/	i
17	COc1ccccc1CNCC(=O)NCc1ccc(C)cc1	-15.1	i	i	i	i	-5.8	i	i	i	-1.1	i
18	CC(=O)Nc1ccc(S(=O)(=O)NCC2CCC(C(=O)NCCc3ccccc3)CC2)cc1 (stereo not given)	0.3	i	i	i	i	-0.7	i	i	i	1.9	i
19	O=C(NC1CCN(C(=O)NCc2ccccc2)CC1)c1ccco1	-12.6	i	i	i	i	6.2	i	i	i	-5.1	i
20	CCC1CCCCN1c1nc(-c2ccncc2)nc2ccccc12 (stereo not given)	-14.6	-6.85*	i	i	i	6.1	i	i	i	27.7	i
21	Cn1c(=O)n(C)c2cc(S(=O)(=O)NCCO)ccc21	-2.5	i	i	i	i	0.2	i	i	i	0.9	i
22	Cc1c(C(=O)NNS(=O)(=O)c2ccccc2Cl)sc(=S)n1C	-9.6	i	i	i	i	-1.3	i	i	i	-3.1	i
23	Cc1cc2c(Nc3ccccc3)ncnc2s1	-10.2	i	i	i	i	7.4	i	i	i	1.5	i
24	CCn1ncc(Br)c1C(=O)Nc1ccc(C(C)C)cc1	-3.7	i	i	i	i	-6.4	i	i	i	6.9	i
25	Cc1ccccc1-n1cnc2c(sc3nc(N4CCOCC4)c4c(c32)CCCC4)c1=O	-5.1	i	i	i	i	8.4	i	i	i	-0.1	i
26	Cc1cc2c(cc1C)N(C(=O)CSC1=NCCS1)C(C)(C)c1ssc(=S)c1-2	-10.2	-8.58*	i	i	i	0.7	i	i	i	0.9	i
27	COc1cccc2cc(C(=O)N3C(C)CCCC3C)c(=O)oc12 (stereo not given)	-7.1	i	i	i	i	12.4	i	i	i	2.0	i
28	Cc1cc(C2=NNC(=Nc3ccccc3)SC2)c(C)n1C	-4.1	i	i	i	i	1.6	i	i	i	1.4	i
29	CC(=O)N(c1ccc(Cl)cc1)c1cn(C(C)=O)c2ccccc12	-9.6	i	i	i	i	12.6	i	i	i	0.2	i
30	COc1ccc(NC(=O)CSCc2ccc(C#N)cc2)c(OC)c1	-8.7	i	i	i	i	-7.6	i	i	i	-4.7	i
31	CCOC(=O)C(CC(=O)O)NCc1ccco1 (stereo not given)	-8.0	i	i	i	i	-2.7	i	i	i	-1.5	i
32	Cn1nc(C(=O)NC2CCCCC2)c2c1-c1ccccc1S(=O)(=O)C2	-4.3	i	i	i	i	-15.5	i	i	i	1.6	i
33	CCCCn1nc(NC(=O)c2cccs2)c2cc3ccccc3nc21	-30.3	i	i	i	i	5.8	i	i	-9.53*	-0.9	i
34	CCCn1c(=S)[nH]c2cc(C(=O)N3CCCC(C(=O)OCC)C3)ccc2c1=O (stereo not given)	-9.9	i	i	i	i	9.4	i	i	i	2.0	i
35	Cc1nn(C)c(Cl)c1CN1CCC(n2nccc2NC(=O)C2CCCC2)CC1	-3.1	i	i	i	i	-19.5	i	i	i	-4.7	i
36	CN(Cc1cccs1)C(=O)CSc1nc2ccccc2[nH]1	0.3	i	i	i	i	-0.1	i	i	i	2.8	i
37	O=C(Nc1ccc2c(c1)OCO2)C1CCCN1C(=O)OCc1ccccc1 (stereo not given)	-1.7	i	i	i	i	6.1	i	i	i	-3.8	i
38	Cn1cc(/C=C/C(=O)N2CCCC(C(=O)c3cccc(C(F)(F)F)c3)C2)cn1 (stereo not given)	-1.8	i	i	i	i	1.9	i	i	i	-2.3	i
39	O=C(CN(C(=O)CNC(=O)c1ccco1)c1ccccc1F)NC1CCCCC1	-2.0	i	i	i	i	-2.1	i	i	i	15.0	i
40	O=C(NCc1ccco1)C1CCN(S(=O)(=O)c2cccc3cccnc23)CC1	-2.0	i	i	i	i	3.8	i	i	i	-2.8	i
41	CCNS(=O)(=O)c1cc(OC)c(Cl)cc1OC	-10.5	i	i	i	i	36.3	i	i	i	-3.4	i
42	Cc1ccc(NC(=O)c2ccc(S(=O)(=O)NCC3CCCO3)cc2)cc1C (stereo not given)	-6.8	i	i	i	i	-1.8	i	i	i	/	i
43	CCn1c(N2CCN(CC(=O)c3c(C)n(C)c4ccc(OC)cc34)CC2)nc2c1c(=O)[nH]c(=O)n2C	-5.7	i	i	i	i	13.7	i	i	i	/	i
44	COC(=O)N/N=C/c1ccccc1OCCOc1ccc(OC)cc1	-4.1	i	i	i	i	-8.6	i	i	i	4.6	i
45	CC(=O)N(/N=C1/C(=O)Nc2ccccc21)c1ccccc1	-9.4	i	i	i	i	-0.3	i	i	-9*	3.4	i
46	C=CCn1c(=O)c2ccc(C(=O)NCc3ccccc3)cc2n(Cc2ccc(C)cc2)c1=O	-4.9	i	i	i	i	4.5	i	i	i	-3.2	i
47	Cc1ccc(N2CC(C(=O)N3CCC(c4nc5ccccc5[nH]4)CC3)CC2=O)cc1C (stereo not given)	-16.2	i	i	i	i	2.1	i	i	i	-4.7	i
48	Nc1c(C(=O)O)cnc2c(-c3ccc(Cl)cc3)cnn12	-3.5	i	i	i	i	23.2	i	i	i	39.9	i
49	COC(=O)C1=C(CSc2nc3c(cc2C#N)CN(C)CC3)OC(N)=C(C#N)C1c1ccc(F)cc1 (stereo not given)	-16.1	i	i	i	i	2.8	i	i	i	9.4	i

Sorted by molar mass (largest number first): part of the list above.
#	canonical_smiles	hERG rescue	KCNK9 block	PolyA inhibitor	TRPC4 potent	TRPC4 agonist	Platelet DG rel	KCNQ1 block	KCNQ1 act	KCNK3 block	DYRK1A inh	TRPC4 block
43	CCn1c(N2CCN(CC(=O)c3c(C)n(C)c4ccc(OC)cc34)CC2)nc2c1c(=O)[nH]c(=O)n2C	-5.7	i	i	i	i	13.7	i	i	i	/	i
46	C=CCn1c(=O)c2ccc(C(=O)NCc3ccccc3)cc2n(Cc2ccc(C)cc2)c1=O	-4.9	i	i	i	i	4.5	i	i	i	-3.2	i
47	Cc1ccc(N2CC(C(=O)N3CCC(c4nc5ccccc5[nH]4)CC3)CC2=O)cc1C (stereo not given)	-16.2	i	i	i	i	2.1	i	i	i	-4.7	i
39	O=C(CN(C(=O)CNC(=O)c1ccco1)c1ccccc1F)NC1CCCCC1	-2.0	i	i	i	i	-2.1	i	i	i	15.0	i
40	O=C(NCc1ccco1)C1CCN(S(=O)(=O)c2cccc3cccnc23)CC1	-2.0	i	i	i	i	3.8	i	i	i	-2.8	i
36	CN(Cc1cccs1)C(=O)CSc1nc2ccccc2[nH]1	0.3	i	i	i	i	-0.1	i	i	i	2.8	i
48	Nc1c(C(=O)O)cnc2c(-c3ccc(Cl)cc3)cnn12	-3.5	i	i	i	i	23.2	i	i	i	39.9	i
41	CCNS(=O)(=O)c1cc(OC)c(Cl)cc1OC	-10.5	i	i	i	i	36.3	i	i	i	-3.4	i
31	CCOC(=O)C(CC(=O)O)NCc1ccco1 (stereo not given)	-8.0	i	i	i	i	-2.7	i	i	i	-1.5	i
